Screening results deposited in PubChem by several laboratories.
PTK2B oligo ant – blocks oligomerization of human Pyk2 in cells | z-score (the deposit names both 25 µM and 10 µM) | Q293 cells, Pyk2 FERM NanoBiT luminescence; hits give low values | Q14289 | hit rate 0.83% among 99,000;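 active means Z-score of -3 or lower, scaled per plate to the spread of control and sample wells; inactive means z-score above -3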;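 further: negative z-score means lost luminescence so less FERM oligomerization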
Target sequence (Q14289 whole entry, looked up): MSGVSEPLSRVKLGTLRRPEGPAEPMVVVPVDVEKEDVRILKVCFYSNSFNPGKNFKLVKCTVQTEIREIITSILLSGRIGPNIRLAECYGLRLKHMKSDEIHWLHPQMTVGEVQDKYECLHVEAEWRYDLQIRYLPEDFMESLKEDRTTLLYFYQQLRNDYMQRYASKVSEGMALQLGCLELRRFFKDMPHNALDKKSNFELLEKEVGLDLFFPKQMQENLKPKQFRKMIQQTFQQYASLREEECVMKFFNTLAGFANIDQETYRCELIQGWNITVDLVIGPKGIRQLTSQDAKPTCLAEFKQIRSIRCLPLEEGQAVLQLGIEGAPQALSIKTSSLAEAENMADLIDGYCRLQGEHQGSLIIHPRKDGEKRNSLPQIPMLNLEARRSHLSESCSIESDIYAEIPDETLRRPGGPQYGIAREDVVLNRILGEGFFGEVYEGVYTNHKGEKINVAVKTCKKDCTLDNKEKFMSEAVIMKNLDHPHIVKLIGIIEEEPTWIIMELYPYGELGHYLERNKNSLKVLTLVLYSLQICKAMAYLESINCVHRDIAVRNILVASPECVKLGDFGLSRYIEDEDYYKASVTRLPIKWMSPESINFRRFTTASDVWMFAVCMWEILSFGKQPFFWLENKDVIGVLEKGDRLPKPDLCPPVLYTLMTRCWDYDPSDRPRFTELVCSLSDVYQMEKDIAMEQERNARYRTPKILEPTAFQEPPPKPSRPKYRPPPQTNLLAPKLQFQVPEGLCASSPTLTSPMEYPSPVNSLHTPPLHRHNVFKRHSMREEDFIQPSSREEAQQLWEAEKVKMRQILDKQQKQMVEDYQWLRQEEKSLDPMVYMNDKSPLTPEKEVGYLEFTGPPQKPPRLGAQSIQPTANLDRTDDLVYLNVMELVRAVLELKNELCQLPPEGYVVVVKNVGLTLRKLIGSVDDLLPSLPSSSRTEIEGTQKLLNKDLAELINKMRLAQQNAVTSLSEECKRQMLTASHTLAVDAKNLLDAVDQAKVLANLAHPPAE
IL1B cytotox – toxic to HUVEC cells under IL-1B stimulation; cell count reduction, % at 2 µM; HUVEC cell count loss, Hoechst imaging, IL-1B stimulated; AID 845; hit rate 0.41% among 94,000;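 active means cell count reduction more than 3 SD above the screen-wide mean, cut at about 70% in these data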;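 further: normalized per plate to untreated control cells as the no-loss baseline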
Active calls of the source: *.

For O=C(Nc1ccc(Cl)cc1)N[C@@H]1c2c(ccc3ccccc23)OC[C@@H]1CO the results were PTK2B oligo ant -1.2.
`CCOC(=O)c1ccc(NC(=O)CCNC(=O)c2ccc([N+](=O)[O-])cc2)cc1` gave PTK2B oligo ant 0.27.
Screening COCCCNC(=O)c1c(N)n(/N=C/c2cccnc2)c2nc3ccccc3nc12 returned PTK2B oligo ant -0.51.
`COc1cc(C)nc(N(C)C(C)=O)n1` gave PTK2B oligo ant 0.29.
For CCN(CC)CCOC(=O)c1ccc(NC(=O)CCNC(=O)Cn2ccc3ccccc3c2=O)cc1 the results were PTK2B oligo ant 0.55.
Screening CC(C)Cc1nc2oc3c(=O)[nH]cnc3c2c2c1CCCC2 returned PTK2B oligo ant 0.81.
For Cc1ccc(S(=O)(=O)N(c2nc(NC(C)C)nc(NC(C)C)n2)n2cnnc2)cc1 the results were PTK2B oligo ant 0.66.
For O=[N+]([O-])c1ccc(N2CCN(S(=O)(=O)c3ccccc3[N+](=O)[O-])CC2)cc1NCc1cccnc1 the results were PTK2B oligo ant -3.
`CCOC(=O)Cc1sc(N)nc1C` gave PTK2B oligo ant 0.9.
`C/C(=N\NC(=O)C(=O)Nc1ccc(C)cc1)c1ccncc1` gave PTK2B oligo ant 0.24.
OC(CNCc1ccc(F)cc1)(c1ccc(F)cc1)c1ccc(F)cc1 was read as PTK2B oligo ant 0.31.
CCCCc1ccc(-c2csc(/C(C#N)=C/c3ccco3)n2)cc1 was read as PTK2B oligo ant 0.63.
Cc1c(Cl)cccc1NC(=O)COC(=O)CCc1nc2ccccc2n1-c1ccccc1 was read as PTK2B oligo ant -0.09.
Screening CC(=O)N1CCN(C(=O)c2ccc(-n3c(C)ccc3C)cc2)CC1 returned PTK2B oligo ant 0.45.
`COc1ccc(NC(=O)Cc2c[nH]c3ccccc23)cc1S(=O)(=O)N1CCCCC1` gave PTK2B oligo ant 0.
Screening CC(C)n1nc(C(=O)Oc2cc(Cl)ccc2Cl)c2ccccc2c1=O returned PTK2B oligo ant 2.1.
Screening Cc1cc(OCCCn2ccnc2)ccc1C(C)C returned PTK2B oligo ant 0.28.
Screening CCc1ccc(NC(=O)c2c(Cl)nc(C)c(Cl)c2C)cc1 returned PTK2B oligo ant -0.76.
Cc1nc2ccc(NC(=O)C(F)(F)F)cc2o1 was read as PTK2B oligo ant 0.26.
CCCCN(C(=N)N1CCCCC1)c1nc(C)c([N+](=O)[O-])c(=O)[nH]1 was read as PTK2B oligo ant 1.
For O=C(NC1CCCC1)c1ncn[nH]1 the results were PTK2B oligo ant -0.38.
Cc1occc1C(=O)NNS(=O)(=O)c1ccc(Cl)cc1 was read as PTK2B oligo ant 0.01.
COc1ccc(C(=O)NN2CC(O)=C(c3nc4ccccc4n3C)C2=N)cc1OC was read as PTK2B oligo ant 0.93.
Cc1ccccc1Oc1cc(-n2ncc(Cl)c(Cl)c2=O)ncn1 was read as PTK2B oligo ant 0.17.
CCc1ccccc1NC(=S)/N=C(\N)Nc1nc(C)c2cc(C)ccc2n1 was read as PTK2B oligo ant 0.38.
For CCOC(=O)c1cc(C)sc1/N=C/C1=C(O)CCCC1=O the results were PTK2B oligo ant -0.28.
Cc1nn(Cc2ccccc2)c(Cl)c1C(=O)NC(C)(C)C was read as PTK2B oligo ant 0.15.
Cc1cccc2cc(C3CC(c4ccco4)=NN3S(=O)(=O)c3ccccc3)c(Cl)nc12 (stereo unspecified) was read as PTK2B oligo ant 1.1.
For Cc1nc(Sc2ccccc2)c(C#N)cc1-c1ccccc1 the results were PTK2B oligo ant -2.8.
Screening Cc1cc2c(ncn2C(C)C)c(N)c1C returned PTK2B oligo ant -1.3.
For CCOC(=O)/C(C#N)=C(C)/C=C1\Sc2ccccc2N1CC the results were PTK2B oligo ant -2.7.
Screening CCOC(=O)c1cccc(NC(=O)C(NS(=O)(=O)c2ccc3c(c2)CCN3C(C)=O)C(C)C)c1 (stereo unspecified) returned PTK2B oligo ant 0.81.
Cc1ccccc1NC(=O)c1ccc(Cl)c(NC(=O)c2ccncc2)c1 was read as PTK2B oligo ant 0.08.
Screening COc1ccc(-c2ccc(/C=N/N3C(=O)C4C5C=CC(C6CC56)C4C3=O)o2)c([N+](=O)[O-])c1 (stereo unspecified) returned PTK2B oligo ant 0.14.
For COc1ccc(NC(=O)c2c(C(F)(F)F)nn(C)c2SCc2ccccc2Cl)cc1 the results were PTK2B oligo ant -1.4.
O=C(O)COc1ccccc1/C=C1\SC(=S)N(/N=C/c2ccccc2O)C1=O was read as PTK2B oligo ant 0.07.
For C=CCNC(=O)c1ccc(-c2ccc([N+](=O)[O-])cc2)o1 the results were PTK2B oligo ant 0.06.
CCCOC(=O)c1ccc(NC(=O)/C=C/c2cccs2)cc1 was read as PTK2B oligo ant -1.4.
For CC1CC(=O)N(CC(=O)Nc2ccc3c(c2)OCCO3)c2ccccc2S1 (stereo unspecified) the results were PTK2B oligo ant -1.2.
Screening CCC1CCCCN1C(=S)NCc1ccccc1 (stereo unspecified) returned PTK2B oligo ant -0.2.
Screening O=C(COc1cccc(Cl)c1)N/N=C\c1cc2ccccc2nc1Cl returned PTK2B oligo ant 1.
`N#C/C(=C\Nc1ccccc1O)c1nc2ccccc2o1` gave PTK2B oligo ant -3.4*.
Cc1ccsc1C(=O)OCC(=O)Nc1c(Cl)cccc1C(F)(F)F was read as PTK2B oligo ant -0.45.
For COc1ccc(/C(N)=N/OC(=O)Cc2cccs2)cc1 the results were PTK2B oligo ant -0.4.
`COc1c(C(=O)Nc2ccc(Cc3ccncc3)cc2)ccc2ccccc12` gave PTK2B oligo ant -1.5.
Screening CC(=O)c1cccc(S(=O)(=O)NC2CC2)c1 returned PTK2B oligo ant 0.63.
Screening O=C(COC(=O)CCCOc1ccc(Cl)cc1Cl)NCc1ccccc1 returned PTK2B oligo ant 0.89.
Screening O=C(c1ccc(Cl)cc1)N1CCC(O)(CSc2ccccc2)CC1 returned PTK2B oligo ant -0.12.
NC(=O)c1cnn2c1NC(c1ccc(F)cc1)CC2C(F)(F)F (stereo unspecified) was read as PTK2B oligo ant 2.
For Clc1ncc(CN2CCN(Cc3ccccc3)CC2)s1 the results were PTK2B oligo ant 1.5.
`CN(c1ccc(OCC(=O)OCC(=O)Nc2ccc(Br)cc2)cc1)S(=O)(=O)c1cccs1` gave PTK2B oligo ant 1.6.
For C/C(=N/Nc1cc(-c2ccccc2)nc(-c2ccccc2)n1)c1ccc(O)cc1 the results were PTK2B oligo ant 0.01.
For C=CCn1c(-c2oc3nc(-c4ccccc4)cc(-c4ccccc4)c3c2N)n[nH]c1=S the results were PTK2B oligo ant 0.3.
`COc1ccc(N2CCN(C(c3cc(OC)ccc3OC)c3nnnn3Cc3ccco3)CC2)cc1` (stereo unspecified) gave PTK2B oligo ant -3.2*.
`Cc1ccc(O)c(/C=N/NC(=O)c2[nH]ncc2Br)c1` gave PTK2B oligo ant -0.01.
For CC(=O)Nc1ccc(NC(=O)C(Cc2ccccc2)NC(=O)C2CCCCC2)cc1 (stereo unspecified) the results were PTK2B oligo ant 1.
For Cc1cccc(-n2c3nc(=O)[nH]c(=O)c-3cc3c(C)nn(-c4ccccc4)c32)c1C the results were PTK2B oligo ant 0.7.
`O=C(CN1C(=O)CCSc2ccccc21)Nc1cccc(F)c1` gave PTK2B oligo ant 0.04.
For O=c1c2ccccc2sn1-c1ccc(S(=O)(=O)N2CCCC2)cc1 the results were PTK2B oligo ant -0.3.
Screening Cc1ccc(C(=O)c2ccccc2C(=O)OCC(=O)Nc2ccc(SC(F)F)cc2)cc1 returned PTK2B oligo ant -1.7.
Screening CCOC(=O)N1CCN(S(=O)(=O)c2ccc(F)c(C(=O)Nc3ccc(C(C)C)cc3)c2)CC1 returned PTK2B oligo ant -0.28.
Screening COc1ccc(C2SCCN2C(=S)Nc2ccc(Cl)cc2)cc1 (stereo unspecified) returned PTK2B oligo ant 2.2.
Screening Cc1ccc(NC(=O)COC(=O)c2csc3c2CCC(C)C3)cc1S(=O)(=O)N1CCCCC1 (stereo unspecified) returned PTK2B oligo ant 1.1.
Screening COC(=O)c1cc(NS(=O)(=O)c2ccc(N3CCOCC3)c(NC(C)=O)c2)cc(C(=O)OC)c1 returned PTK2B oligo ant 0.78.
`CC1CN(c2ccc(C(F)(F)F)cc2[N+](=O)[O-])CCN1S(C)(=O)=O` (stereo unspecified) gave PTK2B oligo ant 1.3.
Screening COc1ccc(C2C3C(C)=NN=C3CC(C)(O)C2C(C)=O)cc1 (stereo unspecified) returned PTK2B oligo ant 1.8.
For COc1nc(OC/C(N)=N/O)nc(N2CCOCC2)n1 the results were PTK2B oligo ant 1.8.
CCC1C/C(=C/c2cccs2)C(=O)/C(=C/c2cccs2)C1 (stereo unspecified) was read as PTK2B oligo ant -0.93.
For N#Cc1cc(-c2ccc(Cl)cc2)cnc1Sc1ccccc1 the results were PTK2B oligo ant -0.29.
`CC1(C)C2CCC1(CS(=O)(=O)Nc1ccc(S(=O)(=O)N3CCCCC3)cc1)C(=O)C2` (stereo unspecified) gave PTK2B oligo ant 0.69.
Screening Cc1cccc(NC(=S)NNC(=O)Cc2ccccc2)c1 returned PTK2B oligo ant 0.94.
CC1CCCN(C2=C(Cl)C(=O)N(c3cccc(Cl)c3)C2=O)C1 (stereo unspecified) was read as PTK2B oligo ant 0.56.
For COCCNC(=S)N/N=C(\C)c1ccc(O)cc1 the results were PTK2B oligo ant 0.02.
Screening O=C(CCC(=O)Nc1ccccc1)N/N=C/c1ccco1 returned PTK2B oligo ant 0.03 and IL1B cytotox 7.
For CC1(C)CC(=NOC(=O)c2ccccc2)CC(C)(C)N1 the results were PTK2B oligo ant 0.87 and IL1B cytotox 8.
`CC(=O)Nc1ccc(S(=O)(=O)/N=C2\SCCN2S(=O)(=O)c2ccc(NC(C)=O)cc2)cc1` gave PTK2B oligo ant 0.67 and IL1B cytotox 6.
`Cc1ccc(NC(=O)CCC(=O)OCC(=O)c2ccc(-c3ccccc3)cc2)cc1` gave PTK2B oligo ant 0.56 and IL1B cytotox 0.
For O=C(c1ccc(Cl)cc1)N1CCN(c2ccc([N+](=O)[O-])c(NCc3cccnc3)c2)CC1 the results were PTK2B oligo ant -3.3* and IL1B cytotox 4.
`COc1ccc(NC(=S)NCCCn2ccnc2)cc1` gave PTK2B oligo ant 0.25 and IL1B cytotox 8.
CCOC(=O)c1c(NC(=O)CSc2nnc3c(n2)[nH]c2ccccc23)sc2c1CCN(C)C2 was read as PTK2B oligo ant 0.28 and IL1B cytotox -4.

For reference, five of the compounds above.
`CC1CN(c2ccc(C(F)(F)F)cc2[N+](=O)[O-])CCN1S(C)(=O)=O` (stereo unspecified) gave PTK2B oligo ant 1.3.
Screening COc1ccc(C2C3C(C)=NN=C3CC(C)(O)C2C(C)=O)cc1 (stereo unspecified) returned PTK2B oligo ant 1.8.
For COc1nc(OC/C(N)=N/O)nc(N2CCOCC2)n1 the results were PTK2B oligo ant 1.8.
CCC1C/C(=C/c2cccs2)C(=O)/C(=C/c2cccs2)C1 (stereo unspecified) was read as PTK2B oligo ant -0.93.
For N#Cc1cc(-c2ccc(Cl)cc2)cnc1Sc1ccccc1 the results were PTK2B oligo ant -0.29.

More records.
`O=C(c1ccco1)N1CCN(C(=O)C2CCCN(S(=O)(=O)Cc3ccccc3)C2)CC1` (stereo unspecified) gave PTK2B oligo ant 1.8 and IL1B cytotox -7.
N#Cc1c(N)n(CCOC(=O)c2ccc(Cl)cc2)c2nc3ccccc3nc12 was read as PTK2B oligo ant -0.53 and IL1B cytotox -9.
Screening O=C(/C=C/c1ccc(Cl)c([N+](=O)[O-])c1)NCc1cccnc1 returned PTK2B oligo ant 0.16 and IL1B cytotox -10.
Screening CCCCC1(Cc2ccc([N+](=O)[O-])cc2)C(=O)N(c2ccccc2)N(c2ccccc2)C1=O returned PTK2B oligo ant -0.99 and IL1B cytotox -6.
Screening Cc1ccc(S(=O)(=O)C(NC(=O)c2ccccc2)=C(Cl)Cl)cc1 returned PTK2B oligo ant -0.24 and IL1B cytotox -8.
For CC(C)CCNC(=S)Nc1ccc(F)cc1 the results were PTK2B oligo ant 1.5 and IL1B cytotox 10.
Screening CCOc1ccccc1C1C(C(N)=O)=C(C)Nc2nc(-c3cccc(C)c3)nn21 (stereo unspecified) returned PTK2B oligo ant 0.14 and IL1B cytotox 1.
`Cc1ccc(S(=O)(=O)NCCSCc2ccccc2)cc1` gave PTK2B oligo ant -0.07 and IL1B cytotox 25.
O=c1oc2cc(OCc3c(F)cccc3Cl)ccc2cc1-c1ccccn1 was read as PTK2B oligo ant -2 and IL1B cytotox -1.
O=C(CCCOc1ccccc1)Nc1ccc(Br)cc1 was read as PTK2B oligo ant 0 and IL1B cytotox -14.
Screening O=C(Nc1ccc(OC(F)(F)C(F)F)c(NC(=O)c2ccc(F)cc2)c1)c1ccc(F)cc1 returned PTK2B oligo ant 0.29 and IL1B cytotox -11.
`S=C(Nc1ccc(Cl)cc1)N1CCOCC1` gave PTK2B oligo ant 0.09 and IL1B cytotox -2.
For Cc1ccccc1NCC(=O)c1ccc(Br)cc1 the results were PTK2B oligo ant 0.38 and IL1B cytotox 4.
Screening O=S(=O)(NCCSCc1ccc(Cl)c(Cl)c1)c1ccc2c(c1)OCCO2 returned PTK2B oligo ant 0.8 and IL1B cytotox 9.
`Brc1ccccc1OCCOCCOc1cccc2cccnc12` gave PTK2B oligo ant -0.3 and IL1B cytotox 20.
Screening Cc1cccc(NC(=O)c2ccccc2NC(=O)Cc2ccccc2)c1C returned PTK2B oligo ant -0.55 and IL1B cytotox -37.

4 entries drawn at random from those above, as already listed:
O=C(CCCOc1ccccc1)Nc1ccc(Br)cc1 was read as PTK2B oligo ant 0 and IL1B cytotox -14.
Screening Cc1cccc(NC(=O)c2ccccc2NC(=O)Cc2ccccc2)c1C returned PTK2B oligo ant -0.55 and IL1B cytotox -37.
O=c1oc2cc(OCc3c(F)cccc3Cl)ccc2cc1-c1ccccn1 was read as PTK2B oligo ant -2 and IL1B cytotox -1.
Screening Cc1ccc(S(=O)(=O)C(NC(=O)c2ccccc2)=C(Cl)Cl)cc1 returned PTK2B oligo ant -0.24 and IL1B cytotox -8.

The list is partial; rates above refer to the full screens.
